Source: PubChem
TAAR1 antag: antagonists of human TAAR1 | Q96RJ0 | CHO RD-HGA16 TAAR1, Fluo-8 calcium fluorescence, antagonist | inhibition, % at 3 µM | actives 1.5% (n = 360,000) | AID 624466;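 active = inhibition above a per-plate cutoff, the mean inhibition of test compounds on that plate plus 3 SD, cut at about 49% in these data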;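 also: 0% = DMSO plus EC80 beta-PEA response and 100% = DMSO alone without agonist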
Target sequence (Q96RJ0 whole entry, looked up): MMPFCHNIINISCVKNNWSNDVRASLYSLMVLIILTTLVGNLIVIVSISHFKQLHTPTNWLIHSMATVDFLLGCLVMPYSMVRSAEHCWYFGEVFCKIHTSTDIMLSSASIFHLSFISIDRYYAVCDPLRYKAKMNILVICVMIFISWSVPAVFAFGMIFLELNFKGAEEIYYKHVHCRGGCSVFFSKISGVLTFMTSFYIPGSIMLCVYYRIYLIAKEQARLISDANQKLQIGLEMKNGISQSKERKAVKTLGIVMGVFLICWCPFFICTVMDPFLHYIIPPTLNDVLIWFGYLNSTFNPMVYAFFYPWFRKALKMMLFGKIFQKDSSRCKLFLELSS
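System: RD-HGA16 CHO cells with stable hTAAR1 and Gα16 | Probe or stimulus: EC80 β-phenethylamine stimulus | Dosing: 3 µM, single point | Times: Dye loading 75 min at 37 °C, then 30 min room temperature | Measured by: Fluo-8 calcium-sensitive fluorescence | Read-out basis: % inhibition of agonist calcium response | Replicates: n of 1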
CHRM1 agonist: agonists of human M1 muscarinic receptor; actives 0.33% (n = 360,000); P11229; activation, % at 3 µM; CHO-K1 hM1, Fluo-8 calcium fluorescence, agonist mode; 0% DMSO, 100% acetylcholine EC100;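 active = activation above the run's mean compound activation plus 3 SD, cut at about 16% in these data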;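 also: peak over basal fluorescence ratio within a 140 s kinetic read after compound addition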
TAAR1 agonist: agonists of human TAAR1 | Q96RJ0 | CHO RD-HGA16 TAAR1, Fluo-8 calcium fluorescence; vehicle wells 0%, saturating PEA agonist 100% | activation, % at 3 µM | actives 0.99% (n = 360,000) | AID 624467;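 active = activation above the mean activation of all test compounds in the run plus 3 SD, cut at about 38% in these data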
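Assay system: CHO-derived RD-HGA16 cells with stable Gα16 and human TAAR1; timing: 17-24 h seeding, 75 min 37 °C dye, 30 min RT; read-out: % activation from peak over basal fluorescence ratio, DMSO-to-PEA scaled; measured by: kinetic Fluo-8 calcium fluorescence; benchmarks: low control DMSO, high control PEA (EC100); doses: 3 µM single concentration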
CHO-K1 Ca antag: nonselective inhibitor or artifact in parental CHO-K1 cells; AID 602250; ATP-induced calcium, Fluo-8 fluorescence; inhibition, % at 3 µM; actives 0.6% (n = 360,000);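 active = inhibition above a per-plate cutoff, the plate's mean sample inhibition plus 3 SD, cut at about 24% in these data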;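 also: 0% = DMSO plus EC80 ATP and 100% = DMSO alone without ATP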
OXTR potentiator: potentiates the human oxytocin receptor response | P30559 | CHO-OTR cells, Fluo-8 calcium fluorescence, potentiator mode; 0% = oxytocin EC15, 100% = EC100 | activation, % at 3 µM | actives 0.061% (n = 320,000);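 active = activation above that plate's cutoff, the mean activation of tested compounds plus 3 SD, cut at about 6.6% in these data, passing the limit was not always enough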;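 also: 100% uses oxytocin at 75 nM as the full agonist control; some results filed as inactive read as strong as hits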
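assay system = CHO-OTR cells, human receptor | schedule = compound 6 min at room temperature before oxytocin, 100 s read | detection = Fluo-8 intracellular calcium fluorescence, ex 470-495, em 515-575 nm | evaluation = normalized max/min fluorescence ratio, % activation | control set = EC15 oxytocin alone as 0%, 75 nM oxytocin (EC100) as 100%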
V1aR counter: V1a receptor agonism, counter-screen for OXTR agonists; actives 0.25% (n = 320,000); activation, % at 3 µM; CHO-V1R cells, Fluo-8 calcium fluorescence, agonist mode; 0% DMSO, 100% 3 nM vasopressin; P37288; AID 2797;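 active = activation above the mean activation of all tested compounds plus 3 SD, per screening run, cut at about 20% in these data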;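 also: signal is peak over basal fluorescence ratio across a 100 second FLIPR read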
Target sequence (P37288 whole entry, looked up): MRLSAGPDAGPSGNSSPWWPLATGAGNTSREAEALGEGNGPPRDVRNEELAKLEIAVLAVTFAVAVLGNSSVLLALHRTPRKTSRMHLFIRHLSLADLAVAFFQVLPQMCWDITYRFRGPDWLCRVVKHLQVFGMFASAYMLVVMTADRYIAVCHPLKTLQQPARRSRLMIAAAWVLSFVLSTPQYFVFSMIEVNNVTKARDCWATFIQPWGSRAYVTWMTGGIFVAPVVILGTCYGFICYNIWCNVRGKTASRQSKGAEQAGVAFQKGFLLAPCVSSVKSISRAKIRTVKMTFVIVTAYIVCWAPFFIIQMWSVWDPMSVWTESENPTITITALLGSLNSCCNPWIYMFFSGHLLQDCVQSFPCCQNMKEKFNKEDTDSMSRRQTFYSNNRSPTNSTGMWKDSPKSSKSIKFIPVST
M1 ag parental: counter-screen for M1 agonists: effect in parental CHO-K1 cells. Fluo-8 calcium fluorescence; scaled to maximal ATP response, vehicle zero. actives 0.48% (n = 360,000). activation, % at 3 µM; in the data active = activation above about 15%;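 also: untransfected CHO-K1 host cells lacking M1 receptor as counterscreen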
CHO parental Ca: counter-screen: ATP calcium response change in parental CHO cells. parental CHO-K1, ATP-induced calcium, Fluo-8 fluorescence. inhibition, % at 5.6 µM. actives 0.63% (n = 330,000). AID 463079;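 active = inhibition above that plate's mean sample inhibition plus 3 SD, cut at about 26% in these data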;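 also: 0% = ATP-challenged DMSO wells and 100% = DMSO wells without ATP; some compounds past the cut are filed as inactive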
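Assay system: parental CHO cells; Read-out basis: percent inhibition of ATP-evoked calcium rise, normalized to controls; Benchmarks: ATP and no-ATP DMSO wells; Compound dosing: single nominal dose of 5.6 µM per compound; Signal: Fluo-8 calcium dye fluorescence; Also added: ATP as calcium-mobilizing challenge; Repeats: singlicate.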
CHO-K1 Ca PAM: counter-screen for M1 PAMs: effect in parental CHO-K1 cells | actives 0.02% (n = 360,000) | AID 602247 | ATP EC20, Fluo-8 calcium fluorescence; 0% at ATP EC20, 100% at ATP max | activation, % at 3 µM;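 active = activation above the run cutoff, the mean activation of all test compounds plus 3 SD, cut at about 40% in these data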;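 also: peak over basal fluorescence ratio in a 140 s read after ATP addition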
Starred values were filed as active, the others as inactive; nt = no result given.

SMILES	TAAR1 antag	CHRM1 agonist	TAAR1 agonist	CHO-K1 Ca antag	OXTR potentiator	V1aR counter	M1 ag parental	CHO parental Ca	CHO-K1 Ca PAM
O=C(NCCc1ccccc1Cl)C1CCN(S(=O)(=O)c2cccs2)CC1	3	-3	6	-6	-4	2.3	0.8	-10	1
O=C(Nc1ccc(Br)cc1)c1cc(-c2ccncc2)nc2ccccc12	5	-6	2	-7	-7	-0.8	1.6	-12	10
O=c1cc(NCc2ccc3c(c2)OCO3)[nH]c(=O)n1-c1ccc(Cl)cc1	18	4	14	-8	-7	0.5	0.9	-3	13
CC(=O)Nc1ccc(S(=O)(=O)Nc2nc3c(s2)CCCC3)cc1	4	-4	3	-13	-6	0.3	0.2	-4	12
COc1cccc(N2CCN(c3ccc([N+](=O)[O-])cn3)CC2)c1	-2	-4	9	-12	-9	0.8	2.2	-3	13
CC1CCN(c2nc3c(=O)[nH]c(N)nc3n2[C@@H]2O[C@H](CO)[C@@H](O)[C@H]2O)CC1	-4	-1	0	-11	-1	0.3	3.8	2	1
COc1ccc(OC)c(CCNC(=O)CCn2nc(C)c3c(C)n(-c4ccccc4)nc3c2=O)c1	-19	-4	6	-9	2	-0.5	0.2	-16	17
COc1ccc(NC(=O)Cn2cnc3c(cnn3C(C)(C)C)c2=O)cc1OC	-18	1	1	-12	-2	1.4	0.8	1	-6
Cc1ccc(C)n1-c1ncn[nH]1	4	-3	0	-2	-11	-0.2	0.1	0	8
Cc1ccc2nc(NC(=O)C3CCN(S(=O)(=O)c4cc([N+](=O)[O-])ccc4Cl)CC3)sc2c1	27	-9	7	25*	-6	2.3	4.6	29	13
Cc1cc(C)c(NC(=O)C2CCCN2CCOC(=O)c2cccc([N+](=O)[O-])c2)c(C)c1 (stereo unspecified)	-5	-10	5	-4	-9	0.8	1.3	-15	20
Cc1cc2nc(-c3nnnn3Cc3ccccc3)c(=O)[nH]c2cc1C	4	nt	2	-12	nt	nt	3.6	nt	4
O=C(NC1CCN(Cc2ccccc2)CC1)C1CCCN(c2nnc(-n3cccc3)s2)C1 (stereo unspecified)	-28	-12	2	-12	-5	0.2	-0.7	-21	19
Cn1c(=O)c([N+](=O)[O-])c(NCc2ccccc2)c2ccccc21	16	-2	4	-4	-20	-0.8	1.0	-1	24
O=C(CSc1nc2scc(-c3ccccc3)c2c(=O)[nH]1)NCCc1ccccc1	23	0	64*	-9	-4	0.4	1.3	-2	9
CCOC(=O)N=S(N)(=O)c1ccc(Cl)cc1 (stereo unspecified)	-3	-1	1	1	-10	0.6	0.0	1	20
CCN(CC(=O)Nc1c(F)cccc1F)C(=O)CNC(=O)c1ccc(C)s1	-18	0	0	-8	1	1.5	0.2	-7	4
COc1cc(C(O)c2nc(-c3cnn(C)c3)cs2)ccc1F (stereo unspecified)	-8	2	2	6	nt	nt	1.6	nt	-11
CCN(CC)C(=O)c1ccc(C(=O)c2ccccc2)cc1	1	-3	8	-15	-7	0.1	1.2	-8	7
COc1ccc(/C=N/n2c(SC)nnc(C(C)(C)C)c2=O)cc1OC	-2	-2	8	-10	2	-1.0	-0.1	-26	18
O=C(/C=C/c1ccccc1)N/C(=C\c1ccco1)C(=O)O	7	-4	4	-8	-5	-0.3	0.5	-1	16
COc1ccc(-n2nc(C(=O)NCC(=O)NCCC3=CCCCC3)c3ccccc3c2=O)cc1OC	40	-4	16	-2	-5	-1.2	6.6	-8	-21
CCCc1nc2cc(C)c(Br)c(C)n2c1Cc1ccccc1OC	-7	nt	2	-13	nt	nt	0.7	nt	14
COc1ccc(/C=C/C(=O)c2c(C)cc(C)[nH]c2=O)c2ccccc12	20	0	3	15	-17	-0.5	0.0	-2	-17
CC1CCCCN1C(=O)CSc1nnc(-c2c[nH]c3ccccc23)o1 (stereo unspecified)	-2	-6	9	1	-2	-0.3	1.8	-27	-7

Record cards (already shown). Screens in order: TAAR1 antag, CHRM1 agonist, TAAR1 agonist, CHO-K1 Ca antag, OXTR potentiator, V1aR counter, M1 ag parental, CHO parental Ca, CHO-K1 Ca PAM
Listed for Cc1cc2nc(-c3nnnn3Cc3ccccc3)c(=O)[nH]c2cc1C : 4, nt, 2, -12, nt, nt, 3.6, nt, 4
Listed for COc1ccc(-n2nc(C(=O)NCC(=O)NCCC3=CCCCC3)c3ccccc3c2=O)cc1OC : 40, -4, 16, -2, -5, -1.2, 6.6, -8, -21

Continued.
SMILES	TAAR1 antag	CHRM1 agonist	TAAR1 agonist	CHO-K1 Ca antag	OXTR potentiator	V1aR counter	M1 ag parental	CHO parental Ca	CHO-K1 Ca PAM
CCOc1ccc2c(c1)cc(CN(C(=O)CC)C1CCCCC1)c1nnnn12	3	-3	8	-5	-8	4.2	2.0	-14	19
CN1C(=O)S/C(=C/c2ccc(OCc3cccc(C(=O)O)c3)cc2)C1=O	-1	-1	1	-10	-8	-0.7	0.1	5	13
Cc1cccn2c(=O)nc(SCC(=O)NCc3ccc4c(c3)OCO4)nc12	-32	-3	1	3	-14	-0.8	0.2	-11	19
COC(=O)c1ccc(CNC(=O)c2cc(S(=O)(=O)NCc3ccccc3)ccc2C)cc1	10	1	4	24*	nt	nt	2.8	nt	-11
COc1cc(OC)c(NC(=O)CCCn2c(=O)oc3ccccc32)cc1Cl	0	-10	1	-7	-2	-0.6	1.0	-5	23
C[C@H](NC(=O)c1nc[nH]c1C(=O)OCc1ccccc1)c1ccccc1	27	0	28	-17	-3	3.3	1.0	-20	24
CN(C)S(=O)(=O)c1ccc(C(=O)NC(=O)CSc2nncs2)cc1	9	-6	1	-21	-5	0.9	0.1	-7	14
Cc1cc(-c2ccc(S(=O)(=O)N3CCN(c4ccc(F)cc4)CC3)s2)on1	19	-3	-2	-15	-7	3.2	0.3	4	-7
COc1ccccc1-c1cc(C(=O)Nc2ccc(F)cc2F)no1	-13	-4	1	-2	-3	-0.4	0.5	-1	18
CCc1ccc([C@@H]2CC(=O)[C@@H]3CN(S(=O)(=O)c4ccc(Cl)cc4)[C@H](c4ccc(C)cc4)C[C@@H]3N2S(=O)(=O)c2ccc(C)cc2)cc1	-5	4	0	12	nt	nt	0.9	nt	9
C/C(=N\NC(=O)c1cccnc1)c1ccc(Br)cc1	-16	-4	2	-2	2	-0.2	0.2	-4	-5
COc1ccc(C)cc1NC(=O)c1ccc(NC(=O)CC2SC(N3CCCC3)=NC2=O)cc1 (stereo unspecified)	4	0	6	-13	-18	0.4	0.1	-14	15
O=C(Cc1ccccc1)NC(C(=O)O)C(O)c1ccc([N+](=O)[O-])cc1 (stereo unspecified)	-5	-1	-1	-14	2	1.0	1.2	7	10
CCn1ncc(Br)c1C(=O)NC1CCCCCCC1	-25	-5	5	2	nt	nt	-0.5	nt	-19
Cc1ccc(CSc2nnc(-c3cnccn3)n2C)cc1	-22	-2	0	-1	5	1.0	1.7	-3	-3
CCOc1ccc(NS(=O)(=O)c2cc(NC(=O)c3cccc(C)c3)ccc2Cl)cc1	-25	-8	3	-9	0	1.6	0.8	-22	21
CCC(SC1=N/C(=C/c2ccccc2OC)C(=O)N1c1ccccc1)C(=O)Nc1cc(C)on1 (stereo unspecified)	-11	-3	15	14	-11	-0.2	-0.6	-22	-6
CCOc1cc(NC(=S)Nc2ccccc2)c(OCC)cc1NC(=O)c1ccccc1	6	-7	2	0	-8	-0.5	0.8	-19	10
CCOC(=O)C(NC(=O)c1cccc(Cl)c1)(OCc1ccccc1)C(F)(F)F (stereo unspecified)	4	-10	6	-6	5	-0.2	-0.5	-10	5
CCCCn1c(N)c(N(CCOC)C(=O)c2ccc(S(=O)(=O)N3CCCCC3)cc2)c(=O)[nH]c1=O	-33	0	2	-4	-1	-1.1	1.3	-5	10
CC(CNC(=O)[C@@H](Cc1ccccc1)NC(=O)CC[C@H]1O[C@@H](n2ccc(=O)[nH]c2=O)[C@H](O)[C@@H]1O)c1ccccc1 (stereo partly specified)	-4	-5	1	18	nt	nt	0.3	nt	2
Cc1nc(SCC(=O)NCc2cccs2)nc(C)c1C	-12	-7	3	7	-1	0.1	-0.3	-10	-7
COCCN(C(=O)CSc1nnc(-c2ccc(C)cc2)n1N)c1c(N)n(Cc2ccccc2)c(=O)[nH]c1=O	-3	2	0	1	-12	4.5	-0.1	-10	3
O=C(COC(=O)COc1ccccc1)NC12CC3CC(CC(C3)C1)C2	-7	-3	3	-7	-1	-0.4	-0.1	-1	7
COc1cccc(N2CCN(Cc3ncc(-c4ccccc4)o3)CC2)c1	-18	-5	-3	-17	-1	1.6	2.9	-7	-13
CC(=O)c1cccc(-c2ccnc3c2CC(C(=O)Nc2cccnc2)O3)c1 (stereo unspecified)	-48	-2	2	-13	nt	nt	2.0	nt	17
CC(C)(C)NC(=O)COC(=O)c1snc(C(=O)NC2CCCCC2)c1N	5	3	5	-4	-26	9.0	6.5	12	-7

Random excerpt: 3 compounds from above
SMILES	TAAR1 antag	CHRM1 agonist	TAAR1 agonist	CHO-K1 Ca antag	OXTR potentiator	V1aR counter	M1 ag parental	CHO parental Ca	CHO-K1 Ca PAM
C/C(=N\NC(=O)c1cccnc1)c1ccc(Br)cc1	-16	-4	2	-2	2	-0.2	0.2	-4	-5
COc1cccc(N2CCN(Cc3ncc(-c4ccccc4)o3)CC2)c1	-18	-5	-3	-17	-1	1.6	2.9	-7	-13
O=C(Cc1ccccc1)NC(C(=O)O)C(O)c1ccc([N+](=O)[O-])cc1 (stereo unspecified)	-5	-1	-1	-14	2	1.0	1.2	7	10
